Screening data deposited in PubChem BioAssay by Sanford-Burnham Center for Chemical Genomics.
APJ ag: agonists of human apelin receptor APJ, primary screen, CHO-K1 cells, PathHunter beta-arrestin, luminescence; P35414; 0% DMSO wells, 100% apelin; activation, % at 20 µM; 330,000 tested, 0.11% active; AID 2520, 2010;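 active means activation more than six SD over the plate average, tested at 20 µM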;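 further: 0% = DMSO alone and 100% = apelin-13 at 10 nM; some results filed as inactive read as strong as hits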
Target sequence (P35414 whole entry, looked up): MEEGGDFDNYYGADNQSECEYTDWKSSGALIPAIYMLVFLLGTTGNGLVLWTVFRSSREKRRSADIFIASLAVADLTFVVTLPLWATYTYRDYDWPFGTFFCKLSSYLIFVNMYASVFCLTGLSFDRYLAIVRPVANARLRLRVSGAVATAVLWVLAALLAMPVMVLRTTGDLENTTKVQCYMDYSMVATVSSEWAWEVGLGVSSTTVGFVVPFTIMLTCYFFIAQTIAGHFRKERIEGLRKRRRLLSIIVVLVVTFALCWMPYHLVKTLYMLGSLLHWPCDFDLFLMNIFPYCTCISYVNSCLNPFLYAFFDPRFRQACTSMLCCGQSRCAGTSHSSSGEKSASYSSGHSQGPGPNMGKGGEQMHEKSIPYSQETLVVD
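Assay system: engineered CHO-K1 APJ arrestin reporter cells; Amount: 1000 CHO-K1 reporter cells seeded per well; Dosing: one dose, 20 µM compound, 1% DMSO; Times: compound stimulation 90 min at 25 °C, detection 60 min; Measured by: luminescent beta-gal fragment complementation, chemiluminescent substrate; Read-out: APJ–arrestin association signal; Controls: DMSO vs Apelin-13 10 nM.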
tim23-1 inh: growth inhibitors of tim23-1 mutant yeast, primary screen, luminescence, uHTS | S. cerevisiae tim23-1 growth, BacTiter-Glo luminescence, 24 h | inhibition, % at 20 µM | 330,000 tested, 1.3% active | AID 463212, 2010;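 active means growth inhibition of the mutant yeast at or above 50%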;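 further: temperature-sensitive mutant grown at 25 °C; plate controls were DMSO-treated mutant yeast for no effect and medium wells lacking yeast for full effect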
697 NFkB inh: inhibitors of PMA/ionomycin-induced NF-kB reporter, 697 cells, primary screen, B-cell NF-kB inhibitor project, cell-based, luminescence, uHTS; AID 435022, 2010; 697 B-cell NF-kB luciferase reporter, 16 h; 330,000 tested, 0.33% active; inhibition, % at 4 µM; in the data active means inhibition above about 35%
APJ antagonist: antagonists of human apelin receptor APJ, primary screen, CHO-K1 cells, beta-arrestin complementation, luminescence | P35414 | inhibition, % at 20 µM | 330,000 tested, 0.32% active;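 active means inhibition above about 40% at 20 µM, limit read from the data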;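 further: cells challenged with 10 nM apelin-13 agonist together with compound; plate controls were apelin-13 plus DMSO wells for no effect and DMSO wells lacking apelin-13 for full effect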
Jurkat NFkB inh: inhibitors of induced NF-kB luciferase reporter, primary screen, TCR NF-kB activation inhibitor project, cell-based, luminescence, uHTS; Jurkat, PMA/ionomycin-induced NF-kB luciferase reporter; 330,000 tested, 0.53% active; inhibition, % at 4 µM; AID 435003, 2010; in the data active means inhibition above about 50%
CHOP UPR activ: activators of apoptotic CHOP UPR arm, primary screen, cell-based, CHO-CHOP luciferase reporter, luminescence, uHTS. activation, % at 10 µM. UPR activation; percent of tunicamycin response over DMSO baseline. 330,000 tested, 0.34% active;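 active means at 10 µM dose, activation of 40% or more, normalized to positive control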;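 further: 100% = tunicamycin at 10 µg/mL and 0% = DMSO alone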
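Test system: CHO CHOP reporter cells. Input: 500 CHO-CHOP cells per well. Medium: F12 with 10% FBS. Technique: luciferase luminescence. Measure: percent activation relative to tunicamycin control. Dosing: 10 µM compound, 0.5% DMSO. Timing: 16-18 h cell attachment, then 6 h compound exposure, 37 °C.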
XBP1 UPR activ: activators of adaptive XBP1 UPR arm, primary screen, cell-based, CHO-XBP1 luciferase reporter, luminescence, uHTS. activation, % at 20 µM. 330,000 tested, 0.33% active. IRE1-XBP1 UPR activation; percent of tunicamycin response, DMSO as zero;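 active means versus positive control, 20 µM dose yields 30% or more activation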;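 further: 100% = tunicamycin at 10 µg/mL and 0% = DMSO only wells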
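Material: CHO cell line with stable XBP1 luciferase reporter; buffer or medium: F12 medium containing 10% fetal bovine serum; compound: single point, 20 µM final compound, 1% DMSO; incubation: 6 h treatment, 37 °C; measured by: glow luminescence from Steady-Glo reagent; evaluation: activation, % of tunicamycin; control set: tunicamycin high, DMSO low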
Mdm2-MdmX inh: inhibitors of human Mdm2-MdmX association, primary screen, cell-based, luminescence, split luciferase, SaOS-2, uHTS. 330,000 tested, 3% active. inhibition, % at 8 µM. SaOS-2 split-luciferase Mdm2/MdmX complementation. AID 485346, 2010;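 active means inhibition of at least 50% at 8 µM in the primary screen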
An asterisk follows results filed as active; & = joins results of further samples.

Values in the order: APJ ag	tim23-1 inh	697 NFkB inh	APJ antagonist	Jurkat NFkB inh	CHOP UPR activ	XBP1 UPR activ	Mdm2-MdmX inh
CCSc1nnc2ccc(-c3ccc(C)cc3)nn12
 : 3	38	3	-21	-10	2.5	7	-10
CC(=O)OC(C(=O)NC1CCCCC1)c1ccc(C)cc1 (stereo not drawn)
 : 1	9	4	20	2	9.8	-2	18
Cc1cc(=O)n(C2CCS(=O)(=O)C2)[nH]1 (stereo not drawn)
 : -3	14	-12	1	-27	-0.5	1	-17
O=C(COC(=O)C1CC(=O)N(Cc2ccco2)C1)Nc1nc(-c2ccc(F)cc2)cs1 (stereo not drawn)
 : -1	-3	-12	7	7	3.7	2	20
NC(=O)CC(NC(=O)c1ccccc1)c1ccc(N2CCN(c3ccccc3)CC2)c([N+](=O)[O-])c1 (stereo not drawn)
 : 7	-11	-3	15	23	-0.2	1	10
Fc1ccc(CN2C3=NCCN3c3ccccc32)cc1
 : -5	1	-27	7	-4	-1.2	-2	15
O=C(Oc1ccc(-c2nnco2)cc1)N(c1ccccc1)c1ccccc1
 : -1	39	-36	1	3	-1.0	-1	-45
CCCC1CCC(=C(C#N)C(N)=O)CC1 (stereo not drawn)
 : 4	19	1	-2	-14	0.9	3	-4
O=C(c1ccccc1NS(=O)(=O)c1cccs1)N1CCCC1
 : -7	11	-3	20	3	0.5	-3	6
Cc1[nH]c(=O)[nH]c(=O)c1NS(=O)(=O)c1ccc2c(c1)CCCC2
 : -2	9	-23	14	-4	-1.2	7	12
Cc1nn(-c2ccccc2)c(Cl)c1C1C(C#N)=C(N)Oc2n[nH]c(C)c21 (stereo not drawn)
 : -1	6	-16	4	-1	-1.8	0	53*
C/C(N)=C(/C#N)C(=O)COC(=O)C1CSC2(c3ccc(F)cc3)CCC(=O)N12 (stereo not drawn)
 : -3	-3	18	10	2	1.5	-1	3
COc1ccc(-c2nnc(SCC(=O)NC(=O)NCc3ccco3)o2)cc1
 : -8	-4	15	1	-2	-4.1	-2	17
COc1ccc(-c2ccc(SCC(=O)c3ccccc3)nn2)cc1OC
 : -4	-21	5	-15	-8	-0.7	5	6
COCCN(C(=O)CSc1nnc(-c2cccs2)n1N)c1c(N)n(Cc2ccccc2)c(=O)[nH]c1=O
 : -5	-2	2	2	3	1.8	-2	-3
Cc1cc(NC(=O)CN2CCN(c3cccc(Cl)c3)CC2)no1
 : -3	12	15	1	4	-1.0	-2	14
Clc1ccc(-c2c[n+](Cc3ccc(Cl)cc3Cl)c3n2CCCCC3)cc1
 : -6	5	-31	17	19	0.0	-2	38
CCCCCOc1ccc(C(=O)NC(C(=O)O)C(C)C)cc1 (stereo not drawn)
 : -2	16	9	8	3	-1.3	-1	16
CCc1c(C)c2ccc(OCC(N)=O)cc2oc1=O
 : -1	6	-13	-3	-3	-0.1	1	-9
Nc1ccccc1S(=O)(=O)c1ccccc1N
 : 2	9	-9	-9	4	0.1	-1	-31
CCOC(=O)c1cccc(NC(=O)CN(c2ccc(C)cc2)S(=O)(=O)c2c(C)noc2C)c1
 : 1	-2	-14	3	-12	-2.3	1	-11
COc1ccc(-c2cn(-c3ccccc3)c(=S)[nH]2)cc1OC
 : 3	6	-47	0	-3	3.6	-6	94*
CC(C)CN(CC(C)C)C(=O)Nc1cccc([N+](=O)[O-])c1
 : -3	19	10	-1	6	-2.5	-2	17
CC(=O)C[C@H](O)CC(=O)[C@H]1OC(=O)[C@@H](C)CCCCc2ccccc21
 : 0	20	-6	12	-3	2.3	-1	-7
O=C(Oc1ccc(N(Cc2cccs2)C2=NS(=O)(=O)c3ccccc32)cc1)c1ccccc1
 : -2	5	20	9	10	0.7	4	12
CSc1nsc(SCC(=O)Nc2ccccc2)n1
 : -1	1	-7	-2	-53	0.5	-6	-12
CCCNC(=O)COC(=O)c1cc(SC)ccc1Cl
 : -1	-2	-23	-3	9	-0.9	0	-33
CCCCn1c(N)c(N(CCOC)C(=O)C2CCN(S(=O)(=O)c3ccc(Cl)cc3)CC2)c(=O)[nH]c1=O
 : 12	10	4	-1	-16	-0.9	-3	-12
Cc1ccccc1-n1cnc2cc(NCc3cccs3)ccc21
 : -4	43	-14	0	8	1.6	7	32
CC(C)C[C@H](NC(=O)[C@H](Cc1ccccc1)n1c(=O)[nH]c2ccccc2c1=O)C(=O)N1CCC[C@@H]1C(=O)O
 : -2	1	-20	8	-10	-2.2	-1	21
C/C(=N\NC(=S)NC1CCCCC1)c1cccc(C(F)(F)F)c1
 : -1	-21	6	-5	2	-0.5	-1	-11
O=C(Nc1cccnc1)C1CCCN1S(=O)(=O)c1ccc(Cl)c(Cl)c1 (stereo not drawn)
 : 1	6	-15	7	32	-1.1	-3	11
CCCCN1C(Nc2ccccc2)=NC[C@@H]1CC(C)C
 : 7	5	-5	-12	-1	-1.7	4	8
COc1ccc(NC(=O)COC(=O)CC2CCCCC2)cc1
 : -3	38	-5	9	5	2.1	1	-40
Nc1cc2nc[nH]c2cc1N
 : 5	-35	-9	-41	0	-1.0	3	11
O=C(NCc1ccccc1F)c1ccc(S(=O)(=O)Nc2cccc(C(F)(F)F)c2)cc1
 : -1	9	11	-16	-2	0.6	-1	9
CC(C)CCNC(=O)CN(C(=O)CCC(=O)Nc1nccs1)c1ccc2c(c1)OCCO2
 : -2	-20	1	5	-3	-3.8	-10	38
Nc1ccc(O)cc1C(=O)OCC(=O)C12CC3CC(CC(C3)C1)C2
 : 8	35	4	-37	-4	2.5	-3	8
COc1cccc(N(C(=O)c2snc(C(N)=O)c2N)C(C(=O)NCC2CCCO2)c2c[nH]c3ccccc23)c1 (stereo not drawn)
 : -2	18	5	-7	9	0.2	1	3
Cc1ccc(-c2cc(-c3ccc4c(c3)OCO4)c(C#N)c(N)n2)o1
 : -5	36	22	11	13	0.2	-1	57*
N#Cc1nc(-c2ccccc2)oc1NCCN1CCCCC1
 : 2	-1	7	7	-17	0.8	2	11
O=C(NCc1cccnc1)C1c2ccccc2C(=O)N1Cc1ccco1 (stereo not drawn)
 : -6	6	-34	-13	-4	0.1	-1	6
CC(CC(=O)OCC(=O)Nc1ccc2[nH]c(=O)[nH]c2c1)c1ccccc1 (stereo not drawn)
 : -2	-29	13	9	0	-1.3	1	-15
Cc1ccc[n+](CC(=O)Nc2cc(C(F)(F)F)ccc2N2CCOCC2)c1
 : -1	0	6	7	-7	-1.2	0	5
CC(C)OC(=O)/C(C#N)=C\c1cccnc1
 : -1	1	-6	-3	3	-2.0	-2	10
COc1ccc(C)cc1COC(=O)c1[nH]c(C)c(C(C)=O)c1C
 : 2	8	-5	7	17	2.8	-3	44
CCC(C)(C)NC(=O)CN(CC1CCCO1)C(=O)CNS(=O)(=O)c1ccccc1 (stereo not drawn)
 : -2	4	13	17	3	1.2	-6	16
Cc1ccc(C)c(-n2c(=O)c(C#N)cc3c(=O)n4ccccc4nc32)c1
 : -3	-5	20	8	2	1.0	-3	-13
CCc1nn(CCCC(=O)N(C)Cc2ccccc2)c(=O)c2cc3occc3n12
 : -2	16	-2	-32	9	-0.8	2	13
CC(C(=O)Nc1ccccc1C(=O)N1CCCC1)n1nnc2ccccc21 (stereo not drawn)
 : -3	15	-4	0	-1	-0.8	2	-23
CCN(CC)c1ccc(NC(=O)C2CC3CCC2C3)cc1 (stereo not drawn)
 : -4	29	-27	-28	-39	0.7	4	-30
O=C(NCc1ccccc1Cl)NC(=O)c1csc([N+](=O)[O-])c1
 : 3	-4	21	-14	15	0.9	-2	-7
CC(=O)c1cnc(SCC(=O)O)nc1C
 : -1	-3	10	8	0	-2.4	-1	1
CC1=NN(C(=O)c2csc(C(C)C)c2)C(O)(C(F)(F)F)C1 (stereo not drawn)
 : 1	14	1	4	5	2.0	2	12
Cc1cnc(NC(=O)COc2ccccc2)s1
 : 1	2	-85	11	-78	4.0	2	-74
COc1cc(NC(=O)C(=O)N2CCN(C)CC2)c(OC)cc1Cl
 : -2	-4	9	10	-5	3.9	-4	15
C=C[C@]1(C)C[C@@H](OC(=O)CSCCN(CC)CC)[C@]2(C)C(C)CC[C@]3(CCC(=O)[C@H]32)[C@@H](C)[C@@H]1O (stereo partly drawn)
 : -4&0	34&34	-22&3	13&10	-19&-8	0.1&2.3	-6&-5	11&-8
Cc1cc(Cl)ccc1NC(=O)Nc1c(C)n(-c2ccccc2)c(=O)n1C
 : -5	0	11	-19	10	-2.5	1	0
COC(=O)c1cn[nH]c1NC(=S)Nc1ccc(Cl)c(Cl)c1
 : -3	8	-420	7	-278	3.1	-2	56*
CC1(C)CC2CC(C)(CN2C(=O)c2cc(-c3ccccc3O)on2)C1 (stereo not drawn)
 : 3	33	13	2	19	3.0	1	64*

Structures shown so far with a nitro group on carbon:
Values in the order: APJ ag	tim23-1 inh	697 NFkB inh	APJ antagonist	Jurkat NFkB inh	CHOP UPR activ	XBP1 UPR activ	Mdm2-MdmX inh
NC(=O)CC(NC(=O)c1ccccc1)c1ccc(N2CCN(c3ccccc3)CC2)c([N+](=O)[O-])c1 (stereo not drawn)
 : 7	-11	-3	15	23	-0.2	1	10
CC(C)CN(CC(C)C)C(=O)Nc1cccc([N+](=O)[O-])c1
 : -3	19	10	-1	6	-2.5	-2	17
O=C(NCc1ccccc1Cl)NC(=O)c1csc([N+](=O)[O-])c1
 : 3	-4	21	-14	15	0.9	-2	-7

Carrying on.
Values in the order: APJ ag	tim23-1 inh	697 NFkB inh	APJ antagonist	Jurkat NFkB inh	CHOP UPR activ	XBP1 UPR activ	Mdm2-MdmX inh
CCCn1c(CCc2ccccc2)nnc1SCC(=O)N1CCOCC1
 : -4	13	15	9	9	-2.1	2	14
O=C(c1cccs1)N1CCC(c2nc3c(nnn3Cc3ccccc3)c(=O)[nH]2)CC1
 : -1	13	9	-15	-3	-0.1	-2	16
COc1ccc2cc(C(=O)NCCCN3CCCC3=O)[nH]c2c1
 : 9	14	-7	18	0	1.7	2	11
COc1ccc(N2CC(C(=O)N(CC(C)C)c3c(N)n(Cc4ccccc4)c(=O)[nH]c3=O)CC2=O)c(OC)c1 (stereo not drawn)
 : 7	-3	26	17	16	1.0	-2	11
CC(C)(C)OC(=O)CN1C(=O)NC2(CCCc3ccccc32)C1=O (stereo not drawn)
 : -1	6	-3	15	-2	0.4	-4	-12
O=C(N/C(=C\c1ccco1)C(=O)N1CCOCC1)c1ccc([N+](=O)[O-])cc1
 : -1	9	2	-6	11	0.6	0	-9
COC(=O)c1ccc(COC(=O)C(CCS(C)(=O)=O)N2C(=O)c3ccccc3C2=O)cc1 (stereo not drawn)
 : -3	10	5	35	0	0.3	0	-3
Cc1cc(S(=O)(=O)Cc2noc(-c3c(C)noc3C)n2)c(C)cc1Cl
 : -2	21	-7	22	0	-1.9	0	-4
Cc1ccc(S(=O)(=O)Nc2c(C)nn(C)c2C)c(C)c1
 : -4	-7	-1	-54	-3	1.6	-4	-9
O=[N+]([O-])c1c(C(Cl)Cl)nn(-c2ccccc2)c1N1CCOCC1
 : -4	44	4	-18	-6	1.0	3	6

Random draw from the library; about 5% have a hit in one of these screens.
